From PubChem
KCNQ1 act: human KCNQ1 channel potentiation or activation; P51787; 310,000 tested, 0.35% active; B-score at 10 µM; CHO-K1 KCNQ1, thallium flux FluxOR fluorescence; stronger effect = higher value;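 active = fluorescence ratio B-score, a plate-corrected score, at least three library SD, with initial intensity B-score within 5 SD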
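System: Stable KCNQ1 CHO-K1 line | Incubation: 90 min dye loading and 20 min compound exposure, both at room temperature | Measure: Ratio B score | Medium: Assay buffer for compound exposure, DMSO matched across wells | Compound dosing: Single-concentration screen | Probe or stimulus: K+/Tl+ depolarizing stimulus | Measured by: Kinetic FluxOR fluorescence, 10 s baseline plus 110 s post-stimulus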
KCNQ1 block: blocks the human KCNQ1 potassium channel; 310,000 tested, 1.3% active; CHO-K1 KCNQ1, FluxOR thallium flux fluorescence; stronger effect = higher value; AID 2642; B-score at 10 µM;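 active = compounds whose thallium flux B-score, printed positive for inhibition, exceeds three library SD while starting fluorescence stays within three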;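 note: channel opened by potassium depolarization with thallium stimulus after 20 min compound exposure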
RGS4 inh: inhibitors of human RGS4. HEK293 M3R/RGS4 inducible, Fluo-4 calcium flux; stronger effect = higher value; triggered by carbachol at its EC20. B-score at 10 µM. 310,000 tested, 0.45% active. AID 463165;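 active = B-score, a plate-corrected calcium signal, over three deviations above library mean, with baseline fluorescence within five deviations of library mean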;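 note: RGS4 expression induced by doxycycline in cells with stable M3 receptor; B-score is computed from the integrated fluorescence ratio over baseline after carbachol; higher B-score means a larger calcium signal and so more RGS4 inhibition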
KCNK9 block: human KCNK9 channel inhibition; Q9NPC2; HEK293 KCNK9, FluxOR thallium flux fluorescence; stronger effect = lower value; B-score at 10 µM; 310,000 tested, 1.2% active;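 active = ratio B-score over 3 SD below the library mean, with starting fluorescence within 5 SD of its mean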;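 note: negative B-score means less thallium flux so channel inhibition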
GSK3A inh: blocks human GSK-3 alpha kinase; 320,000 tested, 0.1% active; ADP-Glo luminescence, 60 min; inhibition, % at 10 µM; P49840;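 in the data active = inhibition above about 50%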;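 note: GST-tagged GSK-3 alpha with peptide substrate and 25 µM ATP; 0% = DMSO neutral wells and 100% = GW8510 positive control wells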
PolyA inh: inhibitors of polyadenylation in S. cerevisiae | S. cerevisiae SKY197-pL101 polyadenylation reporter, beta-gal luminescence; efflux-impaired pdr1/pdr3 knockout yeast; score 100 = 6 SD above DMSO | calls only at 12 µM | 300,000 tested, 0.02% active | AID 1875;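 active = lowest replicate activity score at least 50, where 100 means six control SD above control mean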;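 note: yeast exposed to compound for 9 h at 30 °C; higher score means more reporter readthrough which indicates perturbed polyadenylation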
RGS4 act: potentiators or activators of RGS4 | HEK293 M3R/inducible RGS4, carbachol calcium flux Fluo4; stronger effect = lower value | B-score at 10 µM | 310,000 tested, 0.92% active | AID 463111;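 active = B-score of the integrated calcium signal more than 4 SD below the library mean, with starting fluorescence not abnormally high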;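 note: negative B-score means reduced calcium response which marks RGS4 activation or potentiation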
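test system = M3R-expressing HEK293 line, RGS4 induced by doxycycline | probe or stimulus = carbachol at ECmax as muscarinic agonist stimulus | timing = dye loading 30 min 37 °C, buffer rest 30 min RT | signal = calcium dye Fluo4 fluorescence | evaluation = B score from integrated fluorescence ratio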
KCNK3 block: human KCNK3 channel inhibition, primary screen. O14649. B-score at 10 µM. 340,000 tested, 0.84% active. CHO-KCNK3 thallium flux, FluxOR fluorescence; stronger effect = lower value;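 active = B-score under library mean minus 4 SD, starting fluorescence ratio at most library mean plus 5 SD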;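 note: more negative B-score means stronger inhibition of thallium flux through KCNK3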
Dyrk1A ADPGlo: inhibitors of rat Dyrk1A kinase; ADP-Glo luminescence, NFATc1 peptide; 310,000 tested, 0.43% active; inhibition, % at 12.5 µM; in the data active = inhibition above about 50%;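 note: plate controls were vehicle with enzyme for no effect and no enzyme for full effect; many of its hits are not listed in these tables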
GSK3B inh: inhibitors of human GSK3beta kinase; 300,000 tested, 0.038% active; GST-GSK3beta kinase, ADP-Glo luminescence, 60 min; stronger effect = lower value; activity score (negative = inhibition), % at 10 µM; P49841;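 active = more than half of replicate wells score below -50%, meaning over 50% inhibition versus plate controls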;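 note: 0% = median DMSO wells and -100% = median GW8510 positive control wells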
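test system = GST-tagged human GSK3beta kinase, cell-free | reagent = 25 µM ATP with peptide substrate | dosing = one dose of 10 µM per compound | schedule = 60 min reaction, RT | detection = luminescent ADP-Glo measurement of ADP formed | control set = DMSO neutral wells and GW8510 at 20 µM as positive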
hERG rescue: shields human hERG channel from block by proarrhythmic agents; Q12809; CHO-hERG, FluxOR thallium flux, dofetilide IC70 present; activation (rescue from dofetilide block), less the hit threshold, % at 10 µM; 310,000 tested, 0.51% active;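 active = activation above the mean of controls blocked by dofetilide plus 5 SD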;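 note: thallium influx through hERG after potassium depolarization seen as dye fluorescence rise; in these data hits start at about 4.7%; inactives centre near -7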
Target sequence (Q12809 whole entry, looked up): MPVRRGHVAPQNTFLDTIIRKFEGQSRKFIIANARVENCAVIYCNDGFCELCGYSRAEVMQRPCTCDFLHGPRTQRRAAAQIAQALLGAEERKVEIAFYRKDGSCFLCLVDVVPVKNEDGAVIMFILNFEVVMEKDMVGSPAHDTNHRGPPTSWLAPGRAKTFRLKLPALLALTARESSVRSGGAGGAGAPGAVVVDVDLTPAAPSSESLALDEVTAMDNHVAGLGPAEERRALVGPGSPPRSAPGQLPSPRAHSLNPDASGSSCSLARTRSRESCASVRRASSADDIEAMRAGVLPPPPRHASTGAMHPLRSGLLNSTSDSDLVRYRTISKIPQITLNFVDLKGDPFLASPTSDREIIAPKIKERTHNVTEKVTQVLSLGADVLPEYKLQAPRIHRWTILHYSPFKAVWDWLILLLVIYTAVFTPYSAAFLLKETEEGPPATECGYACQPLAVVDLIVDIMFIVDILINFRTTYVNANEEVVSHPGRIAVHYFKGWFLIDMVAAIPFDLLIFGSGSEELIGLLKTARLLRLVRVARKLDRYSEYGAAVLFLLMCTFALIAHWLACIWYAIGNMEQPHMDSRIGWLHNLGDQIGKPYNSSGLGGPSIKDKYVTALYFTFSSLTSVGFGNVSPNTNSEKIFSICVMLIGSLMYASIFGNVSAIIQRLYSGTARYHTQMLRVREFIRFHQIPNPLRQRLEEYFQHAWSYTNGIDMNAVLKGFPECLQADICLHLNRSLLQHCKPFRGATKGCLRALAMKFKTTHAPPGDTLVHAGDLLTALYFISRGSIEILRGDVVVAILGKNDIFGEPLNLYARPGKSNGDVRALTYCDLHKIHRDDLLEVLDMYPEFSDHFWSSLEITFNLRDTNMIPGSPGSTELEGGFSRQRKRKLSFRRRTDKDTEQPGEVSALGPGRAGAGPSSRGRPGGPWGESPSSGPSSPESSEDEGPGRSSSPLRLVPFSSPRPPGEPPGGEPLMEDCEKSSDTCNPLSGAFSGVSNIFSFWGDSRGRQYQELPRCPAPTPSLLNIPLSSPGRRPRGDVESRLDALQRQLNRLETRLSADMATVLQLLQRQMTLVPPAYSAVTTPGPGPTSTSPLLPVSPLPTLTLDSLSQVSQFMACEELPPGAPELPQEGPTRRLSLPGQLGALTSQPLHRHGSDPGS
The depositor's hits bear a star; i = inactive; . = not tested or not shown.

SMILES	KCNQ1 act	KCNQ1 block	RGS4 inh	KCNK9 block	GSK3A inh	PolyA inh	RGS4 act	KCNK3 block	Dyrk1A ADPGlo	GSK3B inh	hERG rescue
CC(=O)c1ccc(NC(=O)CCNS(=O)(=O)c2cccc3nonc23)cc1	i	i	i	i	0	i	i	i	7	4	-8
COc1ccc(CN2CCCC(N3CCN(c4ccc(OC)cc4)CC3)C2)cc1 (stereo not drawn)	i	i	i	i	-1	i	i	i	.	-3	-9
O=C(CSc1nncn1-c1ccccc1)NC1CCCCC1	i	i	i	i	0	i	i	i	1	3	-12
O=c1cnnc(Nc2cccc(C(F)(F)F)c2)[nH]1	i	i	i	i	-5	i	i	i	3	1	0
CC(=O)Nc1ccc(S(=O)(=O)N2CCC(C(=O)NCCC(=O)NCc3ccccc3)CC2)cc1	i	i	i	i	-3	i	i	i	-3	2	-2
Cn1c(=NC(=O)CCS(=O)(=O)c2ccccc2)sc2cc(F)ccc21	i	i	i	i	0	i	i	i	-7	-2	-12
COc1cc(C)c(NC(=O)Cc2ccsc2)cc1OC	i	i	i	i	3	i	i	i	1	1	-10
O=C(NN1C(=O)C2C3C=CC(C3)C2C1=O)C(O)c1ccccc1 (stereo not drawn)	i	i	i	i	-1	i	i	i	-2	-1	-3
C=CCOC(=O)C1=C(C)NC(=O)NC1/C=C/c1ccccc1 (stereo not drawn)	i	i	i	i	-1	i	i	i	-1	5	-4
N#Cc1cc(S(=O)(=O)N2CCOCC2)ccc1N1CCOCC1	i	i	i	i	-3	i	i	i	-3	-2	-4
CS(=O)(=O)N1CCCC(C(=O)Nc2ccccc2F)C1 (stereo not drawn)	i	i	i	i	0	i	i	i	-8	-4	-5
Cc1c(NC(=O)C(CC(=O)O)NCc2ccco2)c(=O)n(-c2ccccc2)n1C (stereo not drawn)	i	i	i	i	.	i	i	i	-6	0	-8
Cc1ccc(C)c(NS(=O)(=O)c2ccc(-c3ccc(=O)[nH]n3)o2)c1	i	i	i	i	-1	i	i	i	-8	0	-7
CCOc1ccc(S(=O)(=O)N2CCOCC2)cc1[N+](=O)[O-]	i	i	i	i	-2	i	i	i	-6	-6	-17
O=C(NCc1ccccc1)C(=O)NCC1OCCN1S(=O)(=O)c1ccc2c(c1)OCCO2 (stereo not drawn)	i	i	i	i	2	i	i	i	1	0	-12
Cc1cc(C(=O)N/N=C/c2c(C)nn(-c3ccccc3)c2C)n[nH]1	i	i	i	i	0	i	i	i	7	-5	-8
Cc1cc(OCc2cc(C(=O)NCc3cc(C(C)C)no3)no2)cc(C)c1Cl	i	i	i	i	1	i	i	i	21	-2	-11
COc1cc(C)c(S(=O)(=O)NCCCn2ccnc2)cc1C	i	i	i	i	-1	i	i	i	-6	-1	-9
CC(C)(C)C1CCc2[nH]c3ccccc3c(=O)c2C1 (stereo not drawn)	i	i	i	i	-1	i	i	i	5	-6	-4
N#CCCN1CCNCC1	i	i	i	i	1	i	i	i	6	-1	-1

Next part; it opens with the two that closed the last part.
SMILES	KCNQ1 act	KCNQ1 block	RGS4 inh	KCNK9 block	GSK3A inh	PolyA inh	RGS4 act	KCNK3 block	Dyrk1A ADPGlo	GSK3B inh	hERG rescue
CC(C)(C)C1CCc2[nH]c3ccccc3c(=O)c2C1 (stereo not drawn)	i	i	i	i	-1	i	i	i	5	-6	-4
N#CCCN1CCNCC1	i	i	i	i	1	i	i	i	6	-1	-1
CCOC(=O)C1(Cc2ccc(OC)cc2)CCN(C(=O)C2=CCCC2)CC1	i	i	i	i	0	i	i	i	2	0	-6
CC1CCN(C(=O)c2ccc(NS(C)(=O)=O)cc2)CC1	i	i	i	i	0	i	i	i	-7	-4	-9
CCOC(=O)c1nnn(-c2nonc2N)c1CN1CCc2ccccc2C1	i	i	i	i	6	i	i	i	3	-30	-16
O=C(Nc1ccc(F)c(F)c1)c1oc2ccccc2c1NC(=O)C1CCCO1 (stereo not drawn)	i	i	i	i	-3	.	i	i	3	-1	2
NC(=O)[C@H]1CC2(CC(c3cccc(NC(=O)COc4ccc(Cl)cc4)c3)=NO2)CN1C(=O)CC(c1ccccc1)c1ccccc1 (stereo partly drawn)	i	i	i	i	-9	i	i	i	2	3	-6
S=C(Nc1ccccc1)N1CCn2c1nc1ccccc12	i	i	i	i	3	i	i	i	-3	2	1
Cc1c(Cl)cccc1NC(=O)Nc1cccnc1	i	i	i	i	0	i	i	i	13	-1	-11
CC(C)C(=O)NCC(c1cccs1)S(=O)(=O)c1ccc(F)cc1 (stereo not drawn)	i	i	i	i	-1	i	i	i	1	-1	-5
COC(=O)c1ccccc1S(=O)(=O)N(Cc1ccco1)Cc1cc2cc(OC)ccc2[nH]c1=O	i	i	i	i	2	i	i	i	-4	3	-11
O=C(N/N=C\c1ccc(Cl)s1)c1ccc(Cn2cccn2)o1	i	i	i	i	0	i	i	i	4	-2	-9
Cc1cc(C(=O)Nc2cccnc2)cs1	i	i	i	i	1	i	i	i	7	1	-8
COc1ccc(/C=C2\Sc3ccc(C(=O)NCc4cccnc4)cc3N(C)C2=O)cc1OC	i	i	i	i	1	i	i	i	9	0	-13
CC1CCCC(NC(=O)c2ccc3c(=O)n(CC4CCCO4)c(=O)[nH]c3c2)C1C (stereo not drawn)	i	i	i	i	1	i	i	i	2	3	-13
COCCNC(=S)N(CCc1c(C)[nH]c2ccc(C)cc12)Cc1ccco1	i	i	i	i	-2	i	i	i	0	1	-7
NS(=O)(=O)c1ccc(CNC(=O)c2ccc3ccccc3n2)cc1	i	i	i	i	-3	i	i	i	-2	3	-7
O=C1CC(C(=O)Nc2ccccc2)S/C(=N\N=C\c2ccco2)N1 (stereo not drawn)	i	i	i	i	3	i	i	i	1	1	0
Cc1ccccc1-n1ncc2c1CC(C)(C)CC2NC(=O)CCCN1CCCC1=O (stereo not drawn)	i	i	i	i	-1	i	i	i	-2	2	-6
Cc1cccc(NC(=O)CSCc2cc(=O)n3c(C)csc3n2)c1C	i	i	i	i	-2	i	i	i	-4	1	-6
C=CCNC(=S)Nc1ccc(Cl)cc1F	i	i	i	i	2	i	i	i	.	1	-14
CCN(CC)CCCNC(=O)CCC(=O)NNc1nc2ccccc2c2nc(C)nn12	i	i	i	i	0	i	i	i	-4	-2	-3
Cc1cc(Nc2cccc(C)c2C)n2ncnc2n1	i	i	i	i	.	i	i	i	17	1	-7
CCOc1ccc(NC(=O)CN2CCN(CC(=O)Nc3ccc(C(=O)OC)cc3)CC2)cc1	i	i	i	i	-1	i	i	i	0	2	-6
O=C(Cn1nc(C(=O)O)c2ccccc2c1=O)Nc1nc(-c2ccccc2)cs1	i	i	i	i	.	i	i	i	11	0	-7
CCCCNC(=O)C1CCN(S(=O)(=O)N2CCOCC2)CC1	i	i	i	i	0	.	i	i	-6	-1	-9
CN(C(=O)c1nn(C)c2c1CSc1ccccc1-2)c1ccccc1Cl	i	i	i	i	-1	i	i	i	4	1	-8
O=C(c1cc2ccccn2n1)N1CCN(c2cccc(C(F)(F)F)c2)CC1	i	i	i	i	-7	i	i	i	-3	0	-9
COc1ccc(-c2nnc(SCC(=O)Nc3ccc4c(c3)OCCO4)n2N)cc1OC	i	i	i	i	-1	i	i	i	0	-1	-3
CCn1nc(C(=O)NNC(=O)CCOc2cc(C)ccc2C)c2ccccc2c1=O	i	i	i	i	-2	i	i	i	0	1	-11
COc1ccccc1N/C(=N/S(=O)(=O)c1ccc(Cl)cc1)c1ccccc1	i	i	i	i	2	i	i	i	-4	0	-17
CN(CC1CCOCC1)C(=O)CC1C(=O)NCCN1Cc1ccccc1F (stereo not drawn)	i	i	i	i	-2	i	i	i	9	1	-12
Cc1ccc(CSCCNC(=O)CSc2ccccc2)cc1	i	i	i	i	-1	i	i	i	4	1	-3
Cc1nn(CC(=O)Nc2c(C)n(C)n(-c3ccccc3)c2=O)c(C)c1[N+](=O)[O-]	i	i	i	i	-1	i	i	i	.	-1	-10
CCOc1ccc2nc(NC3=NC(c4ccc(OC)cc4)CC(=O)N3)nc(C)c2c1 (stereo not drawn)	i	i	i	i	-11	i	i	i	0	3	-7
CCn1cc(C2=NC(c3ccccc3)CO2)c2ccccc21 (stereo not drawn)	i	i	i	i	-1	i	i	i	3	-1	-10
O=C(NCCCSc1ccccc1)c1cccnc1	i	i	i	i	.	i	i	i	-5	4	-10
COc1ccc(CN(C)CC(O)COc2ccc(-c3ccccc3)cc2)cc1OC (stereo not drawn)	i	i	i	i	-1	i	i	i	1	-1	-18
Cc1ccc(CCNC(=O)C2CCN(S(=O)(=O)N3CCCC3)CC2)cc1	i	i	i	i	-3	i	i	i	-7	1	-4
Cc1cccc(N2CCN(S(=O)(=O)c3c(C)[nH]c(C)c3C(=O)N3CCCCC3)CC2)c1C	i	i	i	i	0	i	i	i	-3	0	-10
CC(C)CN(C(=O)c1ccc(-n2cncn2)c([N+](=O)[O-])c1)C1CCS(=O)(=O)C1 (stereo not drawn)	i	i	i	i	1	i	i	i	9	1	-10
Cc1ccc(-c2nn3cnnc3c3ccccc23)cc1	i	i	i	i	9	i	i	i	18	-8	-2
Cc1ccc(C(=O)OCC(=O)N(CC(C)C)c2c(N)n(Cc3ccccc3)c(=O)[nH]c2=O)cc1[N+](=O)[O-]	i	i	i	i	-1	i	i	i	12	.	-2
S=C(Nc1ccccc1)N1CCN(C2CCCCC2)CC1	i	i	i	i	-1	i	i	i	10	4	-4
O=C(Nc1ccc(N2CCN(C(=O)c3cccs3)CC2)cc1)c1ccc(F)cc1	i	i	i	i	1	i	i	i	2	-1	-4
CCCCn1c(CNC(=O)Cc2ccccc2)nc2ccccc21	i	i	i	i	-1	i	i	i	3	1	-5
Cc1ccccc1-c1nc2ccccc2[nH]1	i	i	i	i	0	i	i	i	13	3	-1

Some of the compounds tested (hit frequency here may not be typical).
